# Bioassay records (PubChem)
# BRCA1 expr up: increases BRCA1 expression; AID 624202; 380,000 tested, 1.1% active; MCF7-BRCA1-FFLuc reporter, luminescence, 48 h; response scale: scaled: vehicle 0%, 10 µM genistein 100%; Potency, µM (titrated, usually from 46.1 µM), for inactives: top-dose activation, usual class: activators; also: potency is read from the fitted curve at half-maximal effect; nearly all actives have a fitted effect of over 80% in size; some results filed as inactive show a strong effect at the top dose
#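 MCF7 cells carrying a BRCA1-firefly luciferase reporter (2000 cells/well, phenol-red free MEM) were attached for 2 h at 37 °C, then given compounds for 48 h. Luminescence was read 15 min after luciferase reagent; activity normalized to genistein (10 microM) and DMSO.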
# ELG1 genotox: genotoxicity induction in ELG1-luciferase HEK293T cells | HEK293T ELG1-luciferase reporter, luminescence, 16 h | Potency, µM (highest dose often 46 µM), without a hit: at the top dose activity change, positive = activation, most hits filed as activators | 330,000 tested, 1.3% active; also: potency is read from the fitted curve at half-maximal effect; % of control where 0% means no effect; nearly all actives have a fitted effect of over 60% in size
#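 Reporter readout depends on ELG1 protein level, which increases with genetic stress. After 16 hr compound exposure at 37 °C, luciferase activity was quantified using ONE-Glo.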
# B2AR arrestin: recruits beta-arrestin to the human beta2-adrenergic receptor. beta-arrestin recruitment to beta2AR, cell-based reporter. P07550. 330,000 tested, 0.02% active. Potency, µM (series often up to 46.1 µM), for inactives: at the highest dose activation, most hits filed as activators;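 also: potency is read from the fitted curve at half-maximal effect; 0% = DMSO controls and full agonism = EC100 isoproterenol or metaproterenol; nearly all actives have a fitted effect of over 65% in size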
# Target sequence (P07550 whole entry, looked up): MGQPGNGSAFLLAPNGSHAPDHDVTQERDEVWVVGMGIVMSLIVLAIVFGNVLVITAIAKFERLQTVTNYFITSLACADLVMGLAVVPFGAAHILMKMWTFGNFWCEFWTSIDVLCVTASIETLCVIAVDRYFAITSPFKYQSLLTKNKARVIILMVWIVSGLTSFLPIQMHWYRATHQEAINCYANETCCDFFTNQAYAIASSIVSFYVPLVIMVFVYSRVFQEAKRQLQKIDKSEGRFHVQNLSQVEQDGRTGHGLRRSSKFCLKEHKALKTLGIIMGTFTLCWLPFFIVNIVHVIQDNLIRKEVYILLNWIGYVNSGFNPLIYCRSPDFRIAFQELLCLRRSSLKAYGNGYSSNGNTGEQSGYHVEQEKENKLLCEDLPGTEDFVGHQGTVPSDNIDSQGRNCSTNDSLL
# Eya2 inh: Eya2 (human) phosphatase inhibition | Potency, µM (titrated, usually from 76.9 µM), inactives show at the top dose activity, negative = inhibition, most hits filed as inhibitors | recombinant Eya2, OMFP fluorescence dephosphorylation (OMFP is methylfluorescein phosphate) | O00167 | 330,000 tested, 0.006% active | AID 488837; also: potency is read from the fitted curve at half-maximal effect; % is scaled to controls: 0 for no effect and ±100 for the full control effect
#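 Eya2 protein (added as 0.2 uM solution) was preincubated with compound for 10 min at ambient temperature in 50 mM HEPES pH 7.5, 50 mM NaCl, 5 uM MgCl2, 0.05% BSA, 1 mM DTT. OMFP (added at 50 uM) then reacted 10 min; fluorescence read at 485/525 nm.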
# TSG101-PTAP inh: blocks PTAP/TSG101 interaction to inhibit HIV-1 budding. Q99816. Fluorescence polarization, FITC-PTAP peptide / Tsg101 binding. Potency, µM (top dose mostly 115 µM), for the others: at the highest dose activity change, negative = inhibition, actives largely listed as inhibitors. 340,000 tested, under 10 active. AID 493005; active = well fitted inhibition curve with a large enough effect in the main read-out, with a control signal flat, not every such curve was filed as active; inconclusive = small, poorly fitted or top-dose-only effect, or effect the other way, or a change in a side signal; inactive = no such curve, though single readings can be large or run the other way; also: potency is read from the fitted curve at half-maximal effect; % of control where 0% means no effect
#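 Tsg101 binding domain (10 uM final) was mixed with compound and a FITC-labeled PTAP peptide (50 nM final) in HEPES pH 7.5 buffer with NaCl, Tween 20, EDTA and TCEP; fluorescence polarization was read after 20 min at r.t.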
# p53 reactivator: restores transcriptional activity of mutant p53; H1299 p53-A138V BP100-luciferase reporter, luminescence, 24 h; Potency, µM (doses to about 92.2 µM), for inactives: top-dose activity change, positive = activation, usual class: activators; AID 504706; 320,000 tested, 0.063% active; also: potency is read from the fitted curve at half-maximal effect; % of control where 0% means no effect; nearly all actives have a fitted effect of over 45% in size
#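 H1299 (p53-null), stable ts p53-A138V + BP100-Luc; 1000 cells/well, Opti-MEM/10% FBS; cpd 4 pt, 1:5; 24 h, 37 deg C, 5% CO2; detection reagent 10 min RT; luminescence.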
# S-ASM inh: human S-ASM enzyme inhibition; P17405; placental ASM, HMU-PC fluorogenic substrate, 60 min; Potency, µM (doses to about 57.5 µM), without a hit: top-dose activity change, negative = inhibition, most hits filed as inhibitors; 340,000 tested, 0.006% active; AID 504937; also: potency is read from the fitted curve at half-maximal effect
#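 Fluorescence read-out (Ex 386 nm, Em 447 nm) after stopping the reaction at pH 10. Enzyme: ASM from human placenta; substrate HMU-PC0, 9 uM final; 60 min, 37 °C. Compound preincubation 10 min, ambient temperature.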
# uPA generation: cell surface uPA generation inhibition; cell surface uPA generation assay, qHTS; Potency, µM (doses to about 38.3 µM), for the others: top-dose activity change, negative = inhibition, actives largely listed as inhibitors; 330,000 tested, 0.31% active; AID 540303; active = well fitted inhibition curve with a large enough effect; inconclusive = small, poorly fitted or top-dose-only effect; inactive = no such curve, though single readings can be large or run the other way; tested in mouse RAW 264.7 cells; also: potency is read from the fitted curve at half-maximal effect; % is scaled to controls: 0 for no effect and ±100 for the full control effect; nearly all actives have a fitted effect of over 55% in size
# USP2a inh: USP2a (human) protease inhibition. O75604. USP2 core, Ub-CHOP2 coupled fluorogenic reporter, 485/531. Potency, µM (titrated, usually from 38.3 µM), without a hit: top-dose activity change, negative = inhibition, most hits filed as inhibitors. 330,000 tested, 0.01% active;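 also: potency is read from the fitted curve at half-maximal effect; plate controls were DMSO wells for no effect and full inhibition by NEM control for full effect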
# Target sequence (O75604 whole entry, looked up): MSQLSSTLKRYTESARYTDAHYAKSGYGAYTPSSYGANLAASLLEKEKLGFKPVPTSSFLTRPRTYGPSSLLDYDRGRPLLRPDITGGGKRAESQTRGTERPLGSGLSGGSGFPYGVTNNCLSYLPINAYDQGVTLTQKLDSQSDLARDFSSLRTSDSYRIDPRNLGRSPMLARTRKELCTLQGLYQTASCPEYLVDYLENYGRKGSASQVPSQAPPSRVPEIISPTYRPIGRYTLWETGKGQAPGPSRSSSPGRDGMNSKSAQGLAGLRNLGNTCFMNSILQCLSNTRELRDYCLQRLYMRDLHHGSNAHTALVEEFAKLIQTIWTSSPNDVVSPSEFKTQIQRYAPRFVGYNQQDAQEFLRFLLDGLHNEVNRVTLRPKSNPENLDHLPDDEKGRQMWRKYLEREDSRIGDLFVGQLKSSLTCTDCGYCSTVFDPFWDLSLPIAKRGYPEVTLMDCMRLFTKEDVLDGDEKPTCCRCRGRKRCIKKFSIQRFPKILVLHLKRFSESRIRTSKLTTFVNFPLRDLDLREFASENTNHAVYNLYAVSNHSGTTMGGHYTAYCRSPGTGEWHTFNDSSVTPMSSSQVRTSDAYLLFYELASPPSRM
#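 Deubiquitinase activity read as fluorescence (485/531 nm) after Ub-CHOP2 cleavage activates the enterokinase reporter on its substrate; USP2 core 10nM, Ub-CHOP2 and substrate 25nM each, 30min compound preincubation then 60min RT; data normalized to NEM, curves fitted.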
# a7 integrin act: activators of alpha7 integrin expression for muscular dystrophy. alpha7betagal myoblasts, beta-gal FDG fluorescence, 48 h. Potency, µM (doses to about 38.3 µM), for inactives: at the top dose activation, usual class: activators. 350,000 tested, 0.064% active. AID 624291;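 also: potency is read from the fitted curve at half-maximal effect; 100% = response of the positive control SU9516; nearly all actives have a fitted effect of over 60% in size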
#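 alpha7betagal+/- myoblasts (passage 13, 250/well) treated 48 h at 37C with compounds at 1:260 dilution of DMSO stock. Lysed, then beta-galactosidase activity read as FDG fluorescence (ex 480/em 540) after 30 min, with pre-read for autofluorescence.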
# TRPV1 ag: human TRPV1 agonism | TRPV1-expressing cells, Fluo-8 calcium influx, agonist mode | activation, % at 8.33 µM | 320,000 tested, 0.19% active; in the data active = activation above about 80%; inconclusive = between about 30% and that limit; also: 0% is about no effect
#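 TRPV1-expressing cells were cultured overnight at 35.5C and loaded with Fluo-8 calcium dye for 40 to 90 min at room temperature. After a 10 s baseline, compound was added and calcium influx was read kinetically for 3 min (ex 480/em 520 nm).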
# The depositor's hits bear a star; i = inactive; u = inconclusive; x = no result given; [ ] = dose if it differs, or a comment. Unless noted, calls follow the shape of the dose curve; as a rule, active = well fitted curve in the direction sought with a large enough effect; inconclusive = small, poorly fitted or top-dose-only effect, or another doubt; inactive = no such curve, though single readings can be large; an effect the other way counts as inactive or inconclusive.
no.	Molecule	BRCA1 expr up	ELG1 genotox	B2AR arrestin	Eya2 inh	TSG101-PTAP inh	p53 reactivator	S-ASM inh	uPA generation	USP2a inh	a7 integrin act	TRPV1 ag
1	COC(=O)c1ccc(C(=O)NC(=S)Nc2nc3c(s2)CCCC3)cc1	70%	11%	-0.1%	-6%	0%	u	-10%	0%	1%	0%	0
2	Cn1nc(-c2ccccc2)c(C(=O)Nc2ccc(Cl)cc2)c1Cl	-11%	3%	-0.4%	13%	-5%	-2%	-5%	3%	-3%	6%	x
3	CCCCC(C(=O)O)C(C)CC(=O)Nc1nccs1 (stereo unspecified)	7%	1%	-0.6%	10%	-11%	-4%	2%	6%	1%	u	-2
4	O=C(Cc1ccccc1)NNC(=S)Nc1ccc(Cl)cc1	-1%	1%	-0.9%	-2%	2%	2%	2%	0%	1%	2%	5
5	C[C@@H]1CCC2[C@](C)(CO)[C@@H](O)CC[C@]2(C)[C@@]12CCC(CO)(CCO)O2 (stereo partly specified)	-15%	0%	-0.3%	-11%	-7%	0%	4%	1%	-1%	-8%	1
6	CCOC(=O)c1c(C)nc(-c2ccccc2)nc1NC(=O)C(C)C	-20%	x	x	x	-4%	x	0%	3%	x	16%	15
7	CCOc1ccc(Cc2c(C)[nH]c3ccc(C(=O)O)cc3c2=S)cc1	7%	-3%	-0.2%	13%	-1%	-23%	5%	3%	1%	21%	0
8	COCCCn1c(-c2ccccc2)nc2ccccc2c1=O	-2%	0%	-0.2%	-23%	-2%	-6%	-3%	-1%	0%	22%	7
9	O=C(NNC(=O)c1ccc(Cl)nc1)c1ccc(Br)cc1	-1%	3%	-0.4%	6%	-5%	9%	4%	-3%	1%	19%	x
10	CC(C)(Oc1ccc(-c2ccco2)cc1)C(=O)O	x	3%	-0.1%	12%	x	4%	x	x	4%	x	3
11	CC(=O)N1CCN(S(=O)(=O)c2cccc(C(=O)NNC(=O)c3ccc(Br)cc3)c2)CC1	-14%	x	x	x	-2%	x	2%	4%	x	-5%	x
12	C=C1C[C@H]2[C@@H]3C=C(C)C4=CC(=O)CC[C@]4(C)[C@H]3CC[C@]2(C)[C@@]1(OC(C)=O)C(C)=O	-12%	u	-0.1%	1%	-5%	-9%	-4%	-7%	0%	x	6
13	CC(Sc1nnc2ccccn12)C(N)=O (stereo unspecified)	2%	8%	0.4%	9%	1%	-5%	-2%	2%	1%	-8%	3
14	Cn1cccc1C(C#N)c1ccccc1C#N (stereo unspecified)	-8%	-1%	0.2%	1%	-8%	2%	-1%	-9%	3%	13%	4
15	Cc1cccc(NS(=O)(=O)c2ccc(C)c(C(=O)NCCCN3CCOCC3)c2)c1	2%	-2%	u	-18%	2%	-4%	4%	5%	2%	20%	1
16	Cn1c(/C(C#N)=C/c2ccncc2)nc2ccccc21	-20%	0%	-0.3%	3%	0%	23%	10%	-20%	0%	0%	-1
17	Cc1ccccc1NC(=O)CSC(=O)c1ccccc1	-8%	-5%	-1.0%	-2%	0%	-16%	0%	-5%	4%	-5%	x
18	FC(F)C(F)(F)Oc1cccc(-c2n[nH]c(=S)n2Cc2ccccc2)c1	2%	0%	0.2%	-34%	-8%	7%	-1%	2%	0%	8%	-3
19	Clc1ccc(-c2csc(N3CCCCCC3)n2)cc1	0%	8%	0.2%	1%	51%[activator]	u	-2%	-18%	1%	20%	0
20	CCN(CC)C(=O)CSc1nc2c(sc(=S)n2-c2ccccc2)c(=O)n1-c1ccc(OC)c(OC)c1	-8%	-4%	-0.7%	3%	-9%	2%	3%	-12%	-8%	u	0
21	CN1CCN(c2ccccc2NC(=O)c2ccc(N3CCOCC3)c([N+](=O)[O-])c2)CC1	3%	-6%	-0.7%	-8%	-4%	u	-2%	3%	3%	8%	5
22	CC(C)OCCCn1c(=N)c(S(=O)(=O)c2ccccc2)cc2c(=O)n3ccccc3nc21	3%	-6%	-0.3%	1%	-8%	-7%	74%[activator]	4%	3%	-14%	13
23	CCCCC1OC23CCCCC2C(C#N)(C#N)C1(C#N)C(=N)O3 (stereo unspecified)	-1%	-2%	-3.5%	-4%	0%	15%	i	0%	9%	-23%	-5
24	O=C(NCc1ccc(Cl)cc1)c1ccncc1	0%	-6%	0.3%	2%	-3%	x	0%	-22%	0%	-24%	21
25	CC1(c2ccccc2)NC(=O)N(CC(=O)NNC(=O)c2cccc(Cl)c2)C1=O (stereo unspecified)	-3%	0%	-0.2%	-9%	0%	-1%	4%	6%	0%	-14%	-3
26	COc1c(OC(C)=O)ccc(/C=C/c2ccc3cccc(OC)c3n2)c1[N+](=O)[O-]	16%	6%	-0.6%	1%	-3%	u	-13%	-5%	4%	3%	6
27	COc1ccccc1NS(=O)(=O)c1ccc(C)c(C(=O)NCC(c2ccco2)N2CCCCC2)c1 (stereo unspecified)	-22%	-2%	-0.1%	12%	x	x	1%	12%	0%	-26%	4
28	O=C(Nc1ncc(Cc2ccccc2)s1)C1=NCCN1	66%	4%	0.0%	4%	-1%	0%	2%	3%	1%	1%	1
29	O=c1cc(CN2CCOCC2)c2c(ccc3ccccc32)o1	-45%	-5%	0.3%	3%	-2%	-4%	3%	x	1%	-2%[7.66 µM]	u
30	O=C(NCC1CCCO1)c1ccc2c(c1)C(=O)N(C1CCCCC1)C2=O (stereo unspecified)	-16%	2%	0.1%	0%	-6%	17%	0%	-2%	0%	0%	u
31	COc1ccc(S(=O)(=O)Nc2ccc(S(=O)(=O)N3CCCC3)cc2)cc1	-22%	0%	0.1%	-19%	-7%	-2%	0%	-1%	1%	7%	-6
32	CSc1nsc2nc(=O)c(/C=C3\C=Nc4ccccc43)c(N)n12	77%	u	0.0%	19%	u	-1%	-12%	4%	0%	3%	0
33	Cc1onc(-c2c(Cl)cccc2Cl)c1C(=O)N1C=CC(C(F)(F)F)=NCC1	-14%	-1%	0.3%	-8%	-13%	-8%	1%	-4%	1%	-2%[7.66 µM]	3
34	COc1ccc(-n2c(SCC(=O)N3CCOCC3)nc(O)cc2=O)cc1	-7%	5%	0.2%	8%	-2%	-5%	3%	0%	7%	7%	2
35	CCC(C)Sc1nc(C)nc2c1c(=O)n(C)c(=O)n2C (stereo unspecified)	0%	9%	0.1%	-4%	0%	9%	-1%	5%	-1%	-8%	0
36	C/C(CCc1ccco1)=N\NC(=O)CNc1c(Br)cc(Br)cc1Br	-29%	0%	-0.4%	2%	-8%	1%	0%	-11%	0%	19%	-3
37	N#Cc1cccc(NC(=O)CSc2n[nH]c(=O)[nH]c2=O)c1	-5%	-3%	0.4%	1%	0%	-2%	9%	-8%	-2%	0%	2
38	Cc1sc2ccccc2[n+]1CC(=O)O	-6%	0%	-1.1%	5%	0%	2%	-3%	7%	4%	5%	6
39	COc1ccc(C)cc1NC(=O)CSc1nnnn1Cc1ccccc1	-36%	-2%	-1.8%	-7%	1%	-1%	-1%	7%	0%	33%	-3
40	COc1cc(C2C(C#N)=C(N)Oc3n[nH]c(C)c32)ccc1OC(=O)c1ccccc1 (stereo unspecified)	-3%	1%	-0.3%	-18%	-9%	10%	0%	-16%	0%	-28%	-5
41	COc1ccc(-c2nnc(SCC(=O)Nc3sc4c(c3C#N)CCCC4)n2-c2ccccc2)cc1	5%	10%	-0.7%	2%	-7%	1%	2%	-5%	3%	-9%	1
42	COc1ccc(NC(=O)c2ccc(CNc3c(N4CCCC4)c(=O)c3=O)cc2)cc1Cl	0%	7%	-0.8%	11%	-6%	-3%	-4%	-1%	2%	3%	0
43	CCOC(=O)N1CCN(C(=O)c2ccc3nc4ccc(Cl)cc4c(=O)n3c2)CC1	-16%	-5%	0.0%	-16%	-5%	-7%	313%[activator]	x	0%	-23%	-2
44	Cc1cc(N2CCN(c3ccccc3)CC2)n2c(n1)nc1ccccc12	-4%	-2%	-0.5%	-1%	-2%	-1%	33%[activator]	x	-1%	-42%	-2
45	Cc1ccc(Cn2c(SC3CCOC3=O)nc3ccccc3c2=O)cc1 (stereo unspecified)	-6%	2%	1.5%	-6%	-4%	1%	-1%	1%	1%	-11%	2
46	Fc1ccccc1COc1ccc(C(=S)N2CCCC2)cc1	11µM*	u	0.1%	-3%	3%	x	2%	-17%	-1%	-4%	13
